Screens from PubChem BioAssay.
Wnt act – activates Wnt/beta-catenin signaling in a reporter cell assay; activator, plate reader; activation, % at 9.35 µM; actives 1.2% (n = 300,000); in the data active = activation above about 30%, passing the limit was not always enough;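 also: 0% = neutral control wells and 100% = positive control wells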
* hit, by the source's call.

SMILES | Wnt act
O=C(Nc1ccc2c(c1)OCCO2)C(c1ccncc1)n1c(=O)c(-c2ccco2)nc2ccccc21 (stereo not given) | 19
CC(C)(C)c1ccc(CC(=O)N2CCC2(C)C(=O)O)cc1 (stereo not given) | -4
CCCCC1CC2=C(C(=O)OC(C)(C)O2)C(c2ccc(Cl)cc2)O1 (stereo not given) | -1
O=C(Nc1ccccc1)c1cc(C2CCCCN2C(=O)c2cccs2)on1 (stereo not given) | 5
C#Cc1cccc(Nc2nc(NCCOC)nc3ccsc23)c1 | -2
O=C1NC[C@H](CCCCN2C[C@H](Cc3ccc(O)cc3)N(CCc3ccccc3)C(=O)C2=O)N(CCc2ccc(O)cc2)C1=O | -2
CCCCN(C=O)c1c(CC)nc2ccc(C(=O)N3CCN(C(=O)c4ccco4)CC3)cn12 | -1
O=C1C(=Cc2cccc(Cl)c2)CCc2ccccc21 | 1
CC(C)NC(=O)C1(C)CN(S(C)(=O)=O)CC(=O)N1Cc1cccs1 (stereo not given) | 7
COCCNc1ncnc2c1ncn2[C@H]1CN(Cc2ccncc2)C[C@@H](CO)O1 | -1
COc1ccc(CCC2=NCCN2C(CC(C)C)c2nc3ccccc3[nH]2)cc1 (stereo not given) | -2
COc1ccc(CCN2C(=O)c3ccccc3C2c2nnnn2C(C)C)cc1OC (stereo not given) | 0
Cc1nnc(NC(=O)c2csc3c2CCCC3)s1 | 8
CC1=C(C(=O)N2CCCCCC2)CC(CC(=O)NCc2cccc3ccccc23)C(=O)N1CCC1=CCCCC1 (stereo not given) | -3
CC1CCN(CCNC(=O)c2ccc3c(=O)n(CCc4ccccc4)c(=O)[nH]c3c2)CC1 | -3

Reprinted at random: five entries already listed.
SMILES | Wnt act
O=C1C(=Cc2cccc(Cl)c2)CCc2ccccc21 | 1
C#Cc1cccc(Nc2nc(NCCOC)nc3ccsc23)c1 | -2
CCCCC1CC2=C(C(=O)OC(C)(C)O2)C(c2ccc(Cl)cc2)O1 (stereo not given) | -1
CC(C)NC(=O)C1(C)CN(S(C)(=O)=O)CC(=O)N1Cc1cccs1 (stereo not given) | 7
CC1=C(C(=O)N2CCCCCC2)CC(CC(=O)NCc2cccc3ccccc23)C(=O)N1CCC1=CCCCC1 (stereo not given) | -3

Carrying on.
SMILES | Wnt act
OC[C@@H]1CN(Cc2ccc(-c3ccccc3)cc2)C[C@H](n2cnc3c(NCc4ccncc4)ncnc32)O1 | -4
O=C(N[C@H](C(=O)N1CCC[C@H]1C(=O)NC1CCCC1)C1CCCCC1)c1ccc(Cl)c(Cl)c1 | -10
COc1ccc(-c2cc(CNc3nc(NCc4ccccc4OC)nc4ccsc34)on2)cc1 | 0
CC(C)CNC(=O)C1(C)CCCN1C(=O)CCc1cccs1 (stereo not given) | -2
C[C@@H]1C=CC(=O)O[C@@H]1c1ccc(Cl)cc1 | -9
CC1(C(=O)NS(=O)(=O)c2cccc(OC(F)F)c2)CCN1C(=O)COc1ccc(Cl)cc1 (stereo not given) | -4
COc1ncccc1C(=O)N1CCCC(C(=O)Nc2cccc(-c3ccc(F)cc3)c2)C1 (stereo not given) | 4
CCCS(=O)(=O)NC(=O)C1(C)CCCN(C(=O)c2cccs2)C1 (stereo not given) | -1
CC(C)C1Cc2[nH]c(=S)[nH]c(=O)c2C(c2ccc(F)cc2)O1 (stereo not given) | -1
Cc1ccc(Cc2c(-c3ccco3)nc3c(C)cc(Br)cn23)cc1 | 14
COCc1[nH]nc2c1C(c1ccc(Br)cc1)N(Cc1ccccc1)C2=O (stereo not given) | -3
COc1ccc(C(NC(=O)C2CCN(CCCOc3ccccc3)CC2)c2cccs2)cc1 (stereo not given) | -3
COCCCN1C(=O)C(CC(=O)NCCc2ccccn2)CC(C(=O)N2CCCCCC2)=C1C (stereo not given) | 0
COc1ccc(Nc2c(CC(C)C)nc3nc(C)cc(C)n23)cc1 | 0
COc1ccc([C@H]2C[C@H](O)C[C@@H](CCn3cc(-c4ccccc4)nn3)O2)cc1 | -3
COc1ccc(CNC(=O)N(C)C[C@@H]2OCc3ccccc3-c3c(n(C)c4ccccc34)C(=O)N([C@@H](C)CO)C[C@@H]2C)cc1 | -1
COc1ccc(CNC(=O)[C@@H](Cc2ccccc2)NC(=O)[C@H]2O[C@@H](n3cnc4c(=O)[nH]c(N)nc43)[C@H](O)[C@@H]2O)cc1 | -2
COC(=O)[C@]12C[C@H](CC(=O)NCCCN3CCCC3=O)C(=O)N(CCC3=CCCCC3)C1=C[C@H](COCc1ccccc1)O[C@@H]2C | -2
C(=C\c1ccccc1)/CN1CCN(C(c2ccccc2)c2nnnn2C2CCCC2)CC1 (stereo not given) | -2
COC(=O)N1C[C@H](OC(=S)Nc2ccc(OC)cc2OC)[C@H]2C[C@@H]1c1ccccc1O2 | 2
COc1ccc(-c2cnc3c(NC(C)=O)cc(-c4cccc(C(=O)N(C)C)c4)cn23)cc1OC | -4
CC(=O)Nc1cccc(-c2ccnc3c2CC(C(=O)Nc2cccc(NS(C)(=O)=O)c2)O3)c1 (stereo not given) | 3
CC1=C(C(=O)N2CCCCCC2)CC(CC(=O)NCCN2CCOCC2)C(=O)N1Cc1ccccc1 (stereo not given) | -1
N#Cc1ccc(C(=O)N2CCCCC2c2cc(C(=O)NCc3ccccc3)no2)cc1 (stereo not given) | -1
O=C(c1ccco1)N1CCN(C2CN(Cc3ccc(F)cc3)S(=O)(=O)C2)CC1 (stereo not given) | -1
CN1CCC(N2CCN(C3CN(Cc4ccc(F)cc4)S(=O)(=O)C3)CC2)CC1 (stereo not given) | 0
COC(=O)C[C@@H]1OC[C@H](C)N1S(=O)(=O)c1ccc(C)cc1 | -2
COC(=O)[C@@]12C[C@@H](CC(=O)NCc3ccccc3)C(=O)N(Cc3cccc4ccccc34)C1=CCC(C)(C)C2 | -15
CCc1cc2c(nc1CC)CCCN2S(=O)(=O)c1ccc(F)cc1 | -2
CCCCOCC1CN(CCCC)S(=O)(=O)c2c(Oc3ccc(F)cc3)cccc2O1 (stereo not given) | -6
CCOc1c(Br)cc(C(=O)Nc2cccc(S(=O)(=O)N3CCOCC3)c2)cc1OC | -4
Cc1cccc(C)c1NC(=O)C(C1CC1)n1c(-c2ccc(=O)[nH]c2)nc2ccccc21 (stereo not given) | 3
Cc1cn([C@H]2C[C@H](O)[C@@H](/C=C/C(=O)NCCc3ccc(S(N)(=O)=O)cc3)O2)c(=O)[nH]c1=O | -1
Cc1ccc(C(=O)NC(C#N)=C(Cl)Cl)cc1 | 77*
OC[C@@H]1CN(Cc2cccnc2)C[C@H](n2cnc3c(NC4CCCC4)ncnc32)O1 | -4
CCCCOCCCNC(=O)C[C@@H]1C[C@@]2(C(=O)OC)CCCCC=C2N(CCC2=CCCCC2)C1=O | -3
OC[C@@H]1CN(CCN2CCOCC2)C[C@H](n2cnc3c(NCc4ccc(F)cc4)ncnc32)O1 | -2
COCC#Cc1ccc2c(c1)O[C@H](CN(C)C(=O)c1ccccc1)[C@@H](C)CN([C@H](C)CO)S2(=O)=O | -1
OC(c1cccc(Cl)c1)c1nc(-c2ccc(Cl)cc2)cs1 (stereo not given) | -1
CCOC(=O)[C@]12CCC=C1N(Cc1ccc(Cl)cc1Cl)C(=O)[C@H](CC(=O)NCCCN1CCCC1=O)C2 | -2
CCCc1nc2ccc(C)cn2c1Cc1ccccc1 | -2
O=C1NC[C@H](CCCCN2CCN(CCC3CCCCC3)C(=O)C2=O)N(CCC2CCCCC2)C1=O | -2
CN(C)CCCNc1nc2cc(-c3ccccc3CO)sc2c(=O)n1C | -3
O=C(Nc1nnc([C@H]2C[C@H](O)[C@@H](CO)O2)s1)c1cccc(C(F)(F)F)c1 | -3
CC(=O)c1ccc(N2CCN(S(=O)(=O)c3ccc4c(c3)C(Cl)(Cl)C(=O)N4)CC2)cc1 | -1

Rewritten as labelled records: entries from further up
> C[C@@H]1C=CC(=O)O[C@@H]1c1ccc(Cl)cc1
  Wnt act = -9

> CC1(C(=O)NS(=O)(=O)c2cccc(OC(F)F)c2)CCN1C(=O)COc1ccc(Cl)cc1 (stereo not given)
  Wnt act = -4

> COc1ncccc1C(=O)N1CCCC(C(=O)Nc2cccc(-c3ccc(F)cc3)c2)C1 (stereo not given)
  Wnt act = 4

> CCCS(=O)(=O)NC(=O)C1(C)CCCN(C(=O)c2cccs2)C1 (stereo not given)
  Wnt act = -1

Next part
SMILES | Wnt act
COc1ccc(C(=O)C(OP(=O)(OC)OC)c2ccccc2OC)cc1 (stereo not given) | 1
Cc1cccc(C)c1NC(=O)C1(C)CSCC(=O)N1CCOc1ccccc1 (stereo not given) | 0
Cc1ccc(-c2cc(NC(=O)Cc3c[nH]c4ccccc34)ccc2N(C)c2cccnc2)cc1 | 0
O=C1c2ccccc2/C(=C\c2ccc(Br)nc2)N1c1ccccc1 | -1
O=C(CC[C@H]1O[C@@H](n2ccc(=O)[nH]c2=O)[C@H](O)[C@@H]1O)N1CCN(c2ccccn2)CC1 | -3
CCc1nc2ccc(C(=O)Nc3cccc(OCC(=O)N(C)C)c3)cn2c1N(CC)CCN(C)C | -3
CC(=O)NC(c1ccccc1)c1nc(-c2csc3ccccc23)cs1 (stereo not given) | 1
O=C(Nc1ccc2c(c1)OCCO2)C(CCc1ccccc1)N1CCC(Cc2ccccc2)CC1 (stereo not given) | 4
CC1(C(=O)NS(=O)(=O)c2ccc(Br)cc2)CCN1C(=O)CCc1cccs1 (stereo not given) | -3
Cc1cc(C)nc(Nc2nc(C(N)Cc3ccc(Cl)cc3)cs2)n1 (stereo not given) | -1
O=C(Nc1ccc(-c2nnn(CC(=O)N3CCN(C(=O)c4ccco4)CC3)n2)cc1)c1ccccc1F | 2
CC1(C(=O)NCCc2c[nH]c3ccccc23)CCN1Cc1ccccc1OC(F)F (stereo not given) | -14
COc1ccc(-c2cscc2N)cc1 | -1
CC(C)(C)OC(=O)N1CCC2CCN(S(C)(=O)=O)CC21 (stereo not given) | 0
O=C(C[C@H]1CC[C@@H](NC(=O)c2ccncc2)[C@@H](CO)O1)NCC1CC1 | -3

Sorted by the number under Wnt act (descending): some entries from above
SMILES | Wnt act
COc1ccc(C(=O)C(OP(=O)(OC)OC)c2ccccc2OC)cc1 (stereo not given) | 1
COc1ccc(-c2cscc2N)cc1 | -1
CCc1nc2ccc(C(=O)Nc3cccc(OCC(=O)N(C)C)c3)cn2c1N(CC)CCN(C)C | -3

Additional compounds follow:
SMILES | Wnt act
CCC(C(=O)NC1CCCC1)n1c(-c2ccnc3ccccc23)nc2ccccc21 (stereo not given) | -2
C[C@H]1COc2cc(NCCO)ccc2S(=O)(=O)N1 | -1
Cc1ccc(Cc2c(-c3cccc(Br)c3)nc3ccc(Cl)cn23)cc1 | 0
COc1cccc(C(=O)N[C@H](C(=O)N2CCC[C@H]2C(=O)NC2CCCC2)C2CCCCC2)c1 | -1
Cc1ccccc1S(=O)(=O)N1C[C@H]2[C@H]3C(=O)N(C4CCCCC4)C(=O)[C@H]3CC(=O)[C@H]2[C@@H]1c1ccc(Cl)cc1 | -2
Fc1ccc(-c2nc3ccc(Cl)cn3c2Cc2ccccc2C(F)(F)F)cc1 | 18
CC1(Cc2ccccc2OC(F)(F)F)C(=O)Nc2c(Cl)ccc(Cl)c21 (stereo not given) | 0
OC(c1ccccc1)(c1nc(-c2cc(F)cc(F)c2)cs1)C(F)(F)F (stereo not given) | -4
CC(C)(C)OC(=O)N1C(=O)[C@](OC(=O)c2ccccc2)(c2ccccc2)c2cccc(F)c21 | -1
O=C1c2cccc3cccc(c23)C(c2nc3ccccc3[nH]2)N1C1CC1 (stereo not given) | 6
CCOC(=O)[C@]12CCCC=C1N(Cc1ccc(Cl)cc1Cl)C(=O)[C@H](CC(=O)N1CCC(c3ccccc3)CC1)C2 | -4
CCOC(=O)C1=CCN(S(=O)(=O)c2cccc(Cl)c2)C1c1ccc(Cl)c(Cl)c1 (stereo not given) | -1
COc1ccc(OCCN2CCC(C(=O)NC(c3ccc(OC)cc3)c3ccccn3)CC2)cc1 (stereo not given) | 0
COc1ccc(CC(N)c2csc(NC(=O)CCc3ccccc3)n2)cc1 (stereo not given) | -2
Cc1ccc(-c2nc3c4ccccc4ccn3c2Cc2ccccc2C(F)(F)F)cc1 | -4

Wnt act, entries above that show a hit
SMILES | Wnt act
Cc1ccc(C(=O)NC(C#N)=C(Cl)Cl)cc1 | 77*

(continued)
SMILES | Wnt act
COc1cc(CN2C[C@@H](CO)O[C@@H](n3cnc4c(N5CCN(c6ccccc6)CC5)ncnc43)C2)cc(OC)c1OC | -6
CC(O)(c1cccnc1)c1nc(-c2cccc(C(F)(F)F)c2)cs1 (stereo not given) | -1
CCC(C(=O)NC(C)(C)C)n1c(-c2ccccc2)nc2ccccc21 (stereo not given) | -1
CC(=O)Nc1ccc(-c2ccnc3c2CC(C)(C(=O)NCCC(F)(F)F)O3)cc1 (stereo not given) | -3
CCNC(=S)Nc1ccc2c(c1)c(=O)n(C)n2Cc1ccc(Cl)cc1 | -2
CC1=C(C(=O)OCc2ccccc2)C(c2ccc(-c3ccccc3)cc2)NC(=O)N1CCCC(=O)O (stereo not given) | 1
COCc1cccc(-c2csc(C(NC(C)=O)c3ccc(F)c(F)c3)n2)c1 (stereo not given) | 2
C#Cc1ccc(NC(=O)C2(C)CCN2C(=O)C2(c3ccccc3)CC2)cc1 (stereo not given) | -5
CC(=O)c1cc2c(cc1C)CCCC2(C)C | -5
CCCCOCC1CN(CCCC)S(=O)(=O)c2c(Oc3ccc(SC)c(C)c3)cccc2O1 (stereo not given) | -4
CC(C)NC(=O)C1(C)CN(S(C)(=O)=O)CC(=O)N1CCCn1ccnc1 (stereo not given) | 1
COc1ccc2c(c1)[C@@H](NC(=O)C(F)(F)F)[C@@H]1CCCC[C@]21c1ccccc1 | -2
CN[C@@H](C)C(=O)NC[C@H]1O[C@@H](n2cnc3c(=O)[nH]c(N)nc32)[C@H](O)[C@@H]1O | -1
COc1ccccc1C(O)c1ncc(-c2ccccc2C)[nH]1 (stereo not given) | 0
Cc1ccc(S(=O)(=O)N2CC(CBr)=CCC2c2ccccc2)cc1 (stereo not given) | 0
COc1cccc(C(C)(O)c2nc(-c3ccc(F)c(Cl)c3)cs2)c1 (stereo not given) | 0
O=C1Nc2cnc(Cl)nc2Nc2ccccc21 | -1

These rows are one share of the data (hit frequency here may not be typical).
